RGS4 inhibitor: Inhibitors of Regulator of G Protein Signaling (RGS) 4: qHTS; Transcreener GDP fluorescence polarization, RGS4-accelerated GTP hydrolysis; Potency, µM (top dose mostly 114 µM), for the others: at the top dose activity change, negative = inhibition, actives largely listed as inhibitors; 390,000 compounds, 0.039% hits; further: potency means the concentration at half of the fitted maximal effect; on the % scale 0 is the no-effect control and ±100 the full control effect; nearly all actives have a fitted effect of over 75% in size; some results filed as inactive show a strong effect at the top dose
Target sequence (P49798 whole entry, looked up): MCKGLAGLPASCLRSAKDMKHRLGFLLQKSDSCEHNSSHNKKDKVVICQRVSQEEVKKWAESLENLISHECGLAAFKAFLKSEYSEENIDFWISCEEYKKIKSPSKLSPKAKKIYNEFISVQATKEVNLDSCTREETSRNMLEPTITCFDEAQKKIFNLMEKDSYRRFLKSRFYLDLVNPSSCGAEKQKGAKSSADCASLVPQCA
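MLSMR compounds (23 nl, pin-transferred) preincubated 10 min at room temperature with a 500nM (2x) first reagent, then RGS4 at 900nM (2x) plus Transcreener GDP mix added; fluorescence polarization (620/688 nm) read before and after 90 min at 30 °C.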
Vif-A3G inh: qHTS for Inhibitors of Vif-A3G Interactions: qHTS; Potency, µM (series often up to 46.1 µM), for inactives: at the top dose activity, negative = active, usual class: inhibitors; DNA dC->dU-editing enzyme APOBEC-3G (Homo sapiens), Q9HC16; 410,000 compounds, 0.076% hits; AID 602310, 2012; HeLa A3G-eYFP + Vif (tagged APOBEC3G with the HIV-1 protein that degrades it), YFP fluorescence, overnight;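 further: potency means the concentration at half of the fitted maximal effect; on the % scale 0 is the no-effect control and ±100 the full control effect; nearly all actives have a fitted effect of over 60% in size; hits raise eYFP signal because A3G escapes Vif-driven loss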
Target sequence (Q9HC16 whole entry, looked up): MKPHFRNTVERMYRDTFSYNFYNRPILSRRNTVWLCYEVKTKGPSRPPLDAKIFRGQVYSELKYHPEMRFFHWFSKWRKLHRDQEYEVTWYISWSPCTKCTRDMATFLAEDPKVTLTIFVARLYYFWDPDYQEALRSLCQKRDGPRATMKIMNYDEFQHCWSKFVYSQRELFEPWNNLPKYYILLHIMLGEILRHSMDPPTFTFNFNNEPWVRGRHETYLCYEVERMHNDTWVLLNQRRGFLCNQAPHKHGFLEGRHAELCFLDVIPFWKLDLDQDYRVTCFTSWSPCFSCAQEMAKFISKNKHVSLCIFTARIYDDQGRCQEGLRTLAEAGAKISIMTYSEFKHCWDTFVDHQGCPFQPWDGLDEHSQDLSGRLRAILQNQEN
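HeLa cells stably expressing Vif and C-terminally eYFP-tagged A3G, seeded overnight at 37 deg C, then exposed to compound by pintool overnight at 37 deg C. Rise in yellow fluorescence (Ex 488/Em 500-530, Acumen) marks blocked Vif-driven A3G degradation.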
rTrxR1 inhibitor: qHTS Assay for Inhibitors of Mammalian Selenoprotein Thioredoxin Reductase 1 (TrxR1): qHTS. Thioredoxin reductase 1, cytoplasmic (Rattus norvegicus), O89049. recombinant rTrxR1, NADPH fluorescence consumption, selenite substrate. Potency, µM (highest dose often 114 µM), without a hit: at the top dose activity change, negative = inhibition, actives largely listed as inhibitors. 390,000 compounds, 1% hits. AID 588453, 2011; further: potency means the concentration at half of the fitted maximal effect; on the % scale 0 is the no-effect control and ±100 the full control effect; nearly all actives have a fitted effect of over 65% in size
Target sequence (O89049 whole entry, looked up): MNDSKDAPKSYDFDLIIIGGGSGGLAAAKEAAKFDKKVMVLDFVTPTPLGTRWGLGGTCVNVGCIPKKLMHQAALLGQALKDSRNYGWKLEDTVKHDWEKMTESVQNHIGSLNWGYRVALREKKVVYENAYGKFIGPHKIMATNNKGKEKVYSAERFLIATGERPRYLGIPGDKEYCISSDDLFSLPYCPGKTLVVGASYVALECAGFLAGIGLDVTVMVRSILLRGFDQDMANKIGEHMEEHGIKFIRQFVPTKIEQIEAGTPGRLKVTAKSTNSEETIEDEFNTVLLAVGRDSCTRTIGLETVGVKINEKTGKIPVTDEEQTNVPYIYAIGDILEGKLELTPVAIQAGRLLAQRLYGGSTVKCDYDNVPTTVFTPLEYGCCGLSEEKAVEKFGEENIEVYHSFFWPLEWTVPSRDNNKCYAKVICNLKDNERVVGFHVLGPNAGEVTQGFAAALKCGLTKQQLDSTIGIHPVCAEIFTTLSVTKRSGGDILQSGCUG
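Rat TrxR1 (90 nM in the dispensed reagent) was pre-reduced with 400 uM NADPH for 5 min at room temperature, then incubated with compound for 15 min. After 400 uM selenite was added, NADPH fluorescence (Ex 340/Em 450 nm) was followed for 8 min.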
LDHA block: qHTS assay for inhibitors of human lactate dehydrogenase. L-lactate dehydrogenase A chain (Homo sapiens), P00338. purified LDHA, NADH/diaphorase-resazurin fluorescence; active compounds read low. activity change, % (values are at about 110 or 230 µM). 480,000 compounds, 0.15% hits; in the data active means activity change below about -30%; inconclusive means mostly about -25% to -30%;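 further: plate controls were DMSO wells for no effect and wells without enzyme for full effect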
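Resorufin fluorescence (ex540/em590), read at 0 and 20 min after diaphorase/resazurin addition, reports the NADH left after a 5 min room-temperature reaction of 2 nM human LDH5 with 0.06 mM NADH and 0.2 mM pyruvate.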
GRP78 ERSR act: qHTS for Inducers of the Endoplasmic Reticulum Stress Response (ERSR) in Human Glioma: qHTS; U87-MG GRP78 promoter luciferase reporter, 16 h; 420,000 compounds, 0.02% hits; AID 602332, 2012; Potency, µM, for inactives: at the highest dose activation, hits mostly activators; further: potency means the concentration at half of the fitted maximal effect; series mostly up to about 76 µM; % of control where 0% means no effect; nearly all actives have a fitted effect of over 35% in size
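Stably transfected U87-MG glioma cells carrying a GRP78-based luciferase sensor; 16 h compound incubation. Luminescence end-point read 10 min after Bright-Glo addition at room temperature.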
mIDH1 inhibitor: qHTS for Inhibitors of mutant isocitrate dehydrogenase 1 (IDH1): qHTS. 390,000 compounds, 0.093% hits. AID 602179, 2012. Isocitrate dehydrogenase [NADP] cytoplasmic (Homo sapiens), O75874. Potency, µM (highest dose often 76.6 µM), inactives show at the highest dose activity change, negative = inhibition, actives largely listed as inhibitors. IDH1-R132H enzyme, NADPH consumption, diaphorase/resazurin fluorescence; further: potency means the concentration at half of the fitted maximal effect; on the % scale 0 is the no-effect control and ±100 the full control effect; nearly all actives have a fitted effect of over 65% in size
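IDH1-R132H (0.5 ug/mL) preincubated 30 min with compound, then NADPH (0.016 mM) and alpha-KG (2 mM) added; 80 min at RT, pH 7.5. Remaining NADPH coupled via diaphorase/resazurin to fluorescence (540/590 nm); concentration-response curves normalized to no-enzyme control.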
USP1-UAF1 inh: Inhibitors of USP1/UAF1: Primary Screen; Potency, µM (doses to about 57.1 µM), for the others: top-dose activity change, negative = inhibition, actives largely listed as inhibitors; 390,000 compounds, 0.23% hits; recombinant USP1/UAF1, Ub-Rhodamine cleavage fluorescence; further: potency means the concentration at half of the fitted maximal effect; on the % scale 0 is the no-effect control and ±100 the full control effect; nearly all actives have a fitted effect of over 60% in size; inactives centre near -12
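1 nM enzyme complex + cpd, 15 min RT; start with Ub-Rho 150nM final; kinetic fluorescence ex 480/em 540, 6 reads q60 s. Buffer 50mM HEPES pH 7.8, 0.5mM EDTA, 0.1 mg/ml BSA, 1mM TCEP, 0.01% Tween-20.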
TrxR1 substrate: qHTS Assay for Substrates of Mammalian Selenoprotein Thioredoxin Reductase 1 (TrxR1): qHTS. purified TrxR1 substrate turnover, NADPH consumption readout. Potency, µM (titrated, usually from 114 µM), for the others: at the top dose activity change, negative = substrate turnover. 390,000 compounds, 0.01% hits; further: potency means the concentration at half of the fitted maximal effect; on the % scale 0 is the no-effect control and ±100 the full control effect; nearly all actives have a fitted effect of over 50% in size
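Rat TrxR1, dispensed at 90 nM, was prereduced with 400 uM NADPH (final) for 5 min at ~22 deg C, then incubated with compound 15 min before 400 uM selenite. A first-read NADPH fluorescence drop versus no-compound background flagged substrates.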
Vif-APOBEC3F blk: qHTS for Inhibitors of Vif-A3F Interactions: qHTS; HeLa A3F-eYFP + Vif (tagged APOBEC3F with the HIV-1 protein that degrades it), YFP fluorescence increase; Potency, µM (top dose mostly 46.1 µM), without a hit: at the top dose activity, negative = active; 390,000 compounds, 0.2% hits; AID 602313, 2012; further: potency means the concentration at half of the fitted maximal effect; % of control where 0% means no effect; nearly all actives have a fitted effect of over 65% in size
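HeLa cells stably expressing A3F-eYFP plus Vif, plated and incubated overnight at 37 deg C, then exposed to compounds overnight at 37 deg C. Blocked degradation read as raised yellow fluorescence (Ex 488/Em 500-530).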
* = called active by the depositor; ? = inconclusive; · = no result given; & = joins results of further samples; [ ] = remark or other dose. Unless noted, the call rests on the fitted dose curve; in most records, active means well fitted curve in the direction sought with a large enough effect; inconclusive means small, poorly fitted or top-dose-only effect, or another doubt; inactive means no such curve, though single readings can be large; an effect the other way counts as inactive or inconclusive. These rows are one share of the data; rates above refer to the full screens.

SMILES | RGS4 inhibitor | Vif-A3G inh | rTrxR1 inhibitor | LDHA block | GRP78 ERSR act | mIDH1 inhibitor | USP1-UAF1 inh | TrxR1 substrate | Vif-APOBEC3F blk
COc1ccc(/C=N\NC(=S)SCN2C(=O)C3CCC(C)(C2=O)C3(C)C)cc1 (stereo unspecified) | -20% | 0% | ? | 0 | -7% | 0% | -6% | -22% | -7%
Nc1cc(=O)nc(SCC(=O)NCc2ccccc2)n1CCc1ccccc1 | -1%[11.4 µM] | -1% | 15%[57.1 µM] | -7 | -4% | 2% | -23% | -7%[57.1 µM] | 1%
CC(C)(C)c1ccc(C(=O)NCC(=O)N/N=C/c2cccs2)cc1 | 3% | -1% | 13% | -9 | -3% | 2% | -9% | -9% | 8%
COc1ccc(Cc2nn3c(-c4cc(OC)c(OC)c(OC)c4)nnc3s2)cc1 | -43% | -6% | 9% | -1 | -3% | 5% | -24% | 9% | 3%
Cc1nc2sc3c(c2c(=O)o1)CCCC3 | -39% | 1% | 2%[57.1 µM] | 0 | -7% | 2% | -10% | -4% | 3%
Cn1ccsc1=NC(=O)c1cc(S(=O)(=O)N2CCOCC2)ccc1F | 5% | 2% | 6% | -1 | -3% | 2% | -20% | -1% | 8%
O=C(N/N=C1/CCS(=O)(=O)c2ccc(F)cc21)c1cccnc1 | 14% | -10% | 1% | -2 | -2% | 4% | -26% | 0% | 13%
CC[C@H](C)[C@@H]1NC(=O)c2cc([N+](=O)[O-])cc(F)c2OCC[C@@H](C(N)=O)NC(=O)[C@H](CCCCN)NC1=O | 28% | -1% | -7% | 2 | -2% | 2% | 12% | -11% | -2%
COc1ccccc1CN1CCNC(=O)C1CC(=O)NCCc1cnccn1 (stereo unspecified) | 4% | -3% | -2% | -8 | -9% | 0% | -9% | 1% | 2%
CC(=O)Nc1ccccc1NS(=O)(=O)c1cccc([N+](=O)[O-])c1 | -35% | -1% | 4%[57.1 µM] | -3 | -2% | -2% | -11% | 6%[57.1 µM] | 2%
Cc1ccc(NS(=O)(=O)c2cc(C(=O)OCC(=O)NCC3CCCO3)ccc2C)cc1 (stereo unspecified) | -13% | 0% | 24%[57.1 µM] | -5 | -4% | -3% | -9% | -5%[57.1 µM] | -12%
Cc1c(C(=O)n2cnc3ccccc32)cccc1[N+](=O)[O-] | 10% | -7% | 29% | 1 | 0% | -5% | -28% | 10% | 4%
COC(=O)c1cc2sccc2n1CC(=O)Nc1ccc(C)cc1C | 27% | -5% | 35% | -11 | · | ? | -16% | 25% | -17%
Cn1c(N)c(C(=O)COC(=O)c2cccc(S(=O)(=O)NCc3ccccc3)c2)c(=O)n(C)c1=O | 21% | -2% | 18% | -1 | -6% | -12% | -18% | -3% | 2%
Cc1ccc(C)c(NC(=O)CSc2nnc(C)c(=O)n2N)c1 | -16% | 3% | 7% | -8 | 0% | 3% | -13% | 7% | 4%
Cc1cc(Cl)ccc1OC(C)c1nnc(N)s1 (stereo unspecified) | 13% | 2% | 8% | 1 | -4% | 4% | 1% | -6% | -8%
CCC1CCCCN1C(=O)CSc1nnc(N)s1 (stereo unspecified) | 2% | 1% | 21% | -4 | -4% | -7% | -18% | -3% | -6%
O=C(CN1C(=O)NC(Cc2c[nH]c3ccccc23)C1=O)Nc1ccccc1Br (stereo unspecified) | 20% | 0% | 27% | -12 | -2% | 11% | -9% | 0% | -8%
C=C1C=CS(=O)(=O)N(Cc2ccccc2)C1 | -10% | -1% | 35µM* | · | -2% | · | · | 8% | ·
CCOc1ccc(CNC(=O)C2CCN(S(=O)(=O)CC)CC2)cc1OC | -16% | 0% | 10% | -6 | -6% | -5% | -11% | -5% | 0%
CCCCn1c(SCC(=O)NC2CC2)nc2cc(C(=O)OC)ccc2c1=O | · | 1% | · | -1&5 | -2% | 0% | -19% | · | -6%
O=C(/C=C/c1ccccc1Cl)Nc1ccccc1 | 8% | 0% | 20% | -3 | -7% | 11% | -24% | 4% | 7%
COc1cccc(C(=O)Nc2nc(-c3nnn(-c4ccccc4C(F)(F)F)c3C)ns2)c1 | 8% | -1% | 5%[57.1 µM] | -5 | 0% | -5% | 4% | -2%[57.1 µM] | 2%
COc1cc(OC)cc(C(=O)N[C@H](C(=O)Nc2cc(F)ccc2C)C(C)C)c1 | -4% | -5% | 1%[57.1 µM] | 3 | -5% | 4% | -7% | 1%[57.1 µM] | -1%
O=C1C=C(c2ccc3c(c2)oc2ccccc23)C[C@@H](c2ccc(Cl)cc2)C1 | 1% | 0% | 20% | 1 | -1% | 8% | -26% | 11% | 7%

Printed as active in rTrxR1 inhibitor (from the list above):
| Molecule | RGS4 inhibitor | rTrxR1 inhibitor | LDHA block | GRP78 ERSR act | USP1-UAF1 inh | TrxR1 substrate | Vif-APOBEC3F blk |
| --- | --- | --- | --- | --- | --- | --- | --- |
| C=C1C=CS(=O)(=O)N(Cc2ccccc2)C1 | -10% | 35µM* | · | -2% | · | 8% | · |

Carrying on:
SMILES | RGS4 inhibitor | Vif-A3G inh | rTrxR1 inhibitor | LDHA block | GRP78 ERSR act | mIDH1 inhibitor | USP1-UAF1 inh | TrxR1 substrate | Vif-APOBEC3F blk
OCCCNCc1ccc(N(c2ccccc2)c2ccccc2)cc1 | -5% | 3% | 4% | -16 | -8% | -3% | -19% | -2% | -4%
COc1ccc(-c2nnn(CC(=O)NC(=O)NC3CCCCC3)n2)cc1OC | -17% | -6% | -20% | 2 | -4% | 0% | -22% | -10% | 2%
O=C(NCCC1=CCCCC1)c1ccc2c(c1)sc1nc(-c3ccc(F)cc3)cn12 | -12% | 2% | 30% | 2 | -1% | 3% | 1% | 10%[11.4 µM] | 1%
N#Cc1ccccc1S(=O)(=O)N1CCN(CC(O)CN2CCOCC2)CC1 (stereo unspecified) | 9% | 0% | 23% | -45* | -3% | 2% | -22% | 4% | -10%
CCCCSc1cc(C)nc(N)n1 | -2% | -9% | 12% | -7 | 4% | -1% | -18% | 2% | ?
COc1cccc(C(=O)N/N=C(\CC(C)C)c2ccccc2)c1 | -17% | -18% | 28%[57.1 µM] | 5 | 1% | 7% | -16% | 12% | -4%
CCOc1ccccc1N(CC(=O)Nc1ccc2c(c1)OCO2)S(C)(=O)=O | -2% | 0% | 3%[57.1 µM] | 2 | 0% | 8% | -10% | 8%[57.1 µM] | 6%
Cn1nc(C(=O)NCCN2CCOCC2)c2ccccc2c1=O | -10% | -2% | 6% | 0 | -4% | 9% | -9% | -3% | -4%
CCCc1cc(=O)[nH]c(SCc2nc(-c3ccc(OCC)cc3)no2)n1 | 34% | 0% | 9%[57.1 µM] | -2 | -3% | -15% | 12% | -4%[57.1 µM] | 6%
COc1cc(C(=O)NN=Cc2ccc(N(C)C)cc2)cc(OC)c1OC | · | ? | · | -2 | -1% | 0% | -30% | · | -20%
CC1CCN(c2ccc([N+](=O)[O-])cc2C(=O)N2CCOCC2)CC1 | -6% | 2% | -17% | 3 | -4% | 2% | 0% | -13% | 0%
CC(C)CNC(=O)c1cc(S(=O)(=O)N2CCOCC2)ccc1N1CCCC1 | 14% | 0% | -17% | -2 | 4% | 4% | 5% | -12% | -19%

Single records, from the list above. Order of screens: RGS4 inhibitor, Vif-A3G inh, rTrxR1 inhibitor, LDHA block, GRP78 ERSR act, mIDH1 inhibitor, USP1-UAF1 inh, TrxR1 substrate, Vif-APOBEC3F blk
N#Cc1ccccc1S(=O)(=O)N1CCN(CC(O)CN2CCOCC2)CC1 (stereo unspecified) in the list: 9%, 0%, 23%, -45*, -3%, 2%, -22%, 4%, -10%
COc1ccc(-c2nnn(CC(=O)NC(=O)NC3CCCCC3)n2)cc1OC in the list: -17%, -6%, -20%, 2, -4%, 0%, -22%, -10%, 2%
CCCCSc1cc(C)nc(N)n1 in the list: -2%, -9%, 12%, -7, 4%, -1%, -18%, 2%, ?
CC(C)CNC(=O)c1cc(S(=O)(=O)N2CCOCC2)ccc1N1CCCC1 in the list: 14%, 0%, -17%, -2, 4%, 4%, 5%, -12%, -19%
CC1CCN(c2ccc([N+](=O)[O-])cc2C(=O)N2CCOCC2)CC1 in the list: -6%, 2%, -17%, 3, -4%, 2%, 0%, -13%, 0%

High-throughput results: PubChem, National Center for Advancing Translational Sciences (NCATS)
